Source: PubChem BioAssay (National Center for Advancing Translational Sciences (NCATS))
B2AR arrestin – qHTS assay of beta-arrestin-biased ligands of beta2-adrenergic receptor; Beta-2 adrenergic receptor (Homo sapiens), P07550; beta-arrestin recruitment to beta2AR, cell-based reporter; Potency, µM (highest dose often 46.1 µM), inactives show top-dose activation, actives largely listed as activators; 0.02% of 330,000 active; AID 492947, 2010;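 further: potency means the concentration at half of the fitted maximal effect; 0% = DMSO controls and full agonism = EC100 isoproterenol or metaproterenol; nearly all actives have a fitted effect of over 65% in size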
Target sequence (P07550 whole entry, looked up): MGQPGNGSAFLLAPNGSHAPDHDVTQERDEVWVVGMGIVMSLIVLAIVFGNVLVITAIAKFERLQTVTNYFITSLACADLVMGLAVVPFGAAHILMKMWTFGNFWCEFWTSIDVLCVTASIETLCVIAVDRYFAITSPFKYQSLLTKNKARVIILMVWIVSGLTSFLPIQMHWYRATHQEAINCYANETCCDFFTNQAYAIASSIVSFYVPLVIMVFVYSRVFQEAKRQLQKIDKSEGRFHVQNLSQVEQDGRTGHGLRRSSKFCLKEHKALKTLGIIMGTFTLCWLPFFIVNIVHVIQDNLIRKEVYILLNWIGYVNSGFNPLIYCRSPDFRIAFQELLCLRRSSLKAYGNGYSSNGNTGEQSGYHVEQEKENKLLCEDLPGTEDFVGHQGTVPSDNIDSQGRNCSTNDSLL
BCR signal inh – qHTS Assay to Find Inhibitors of Chronic Active B-Cell Receptor Signaling | ABC-DLBCL IkBa-CBG/CBR reporter, luminescence ratio, 4 h | 0.05% of 340,000 active | AID 493014, 2011 | Potency, µM (doses to about 46.1 µM), for the others: at the highest dose ratio change, negative = lower green/red ratio, actives largely listed as inhibitors; active means well fitted inhibition curve with a large enough effect in the signal ratio, with a control signal flat, not every such curve was filed as active; inconclusive means small, poorly fitted or top-dose-only effect, or effect the other way, or a change in a side signal; the % refers to the signal ratio;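 further: potency means the concentration at half of the fitted maximal effect; plate controls were basal doxycycline-induced cells for no effect and cells given 10 µM MG132 for full effect; MG132 reads +100%, hits lower the ratio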
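Cell line TMD8 (human ABC DLBCL), stably expressing tet-inducible CBG68-IkBa fusion and CBR; IMDM/0.5% FBS; cpd up to 46 uM; dox induction, 4 h, 37C/5% CO2; dual luminescence; green/red ratio; MG132 control.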
Tb PFK block – qHTS Assay to Find Inhibitors of T. brucei phosphofructokinase; T. brucei PFK, ADP-Glo luminescence; ATP-dependent 6-phosphofructokinase (Trypanosoma brucei brucei), O15648; AID 485367, 2010; Potency, µM (highest dose often 57.5 µM), without a hit: top-dose activity, negative = inhibition, usual class: inhibitors; 0.17% of 330,000 active;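 further: potency means the concentration at half of the fitted maximal effect; 0% = uninhibited 1x PFK enzyme wells and -100% = no-enzyme wells; nearly all actives have a fitted effect of over 60% in size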
Target sequence (O15648 whole entry, looked up): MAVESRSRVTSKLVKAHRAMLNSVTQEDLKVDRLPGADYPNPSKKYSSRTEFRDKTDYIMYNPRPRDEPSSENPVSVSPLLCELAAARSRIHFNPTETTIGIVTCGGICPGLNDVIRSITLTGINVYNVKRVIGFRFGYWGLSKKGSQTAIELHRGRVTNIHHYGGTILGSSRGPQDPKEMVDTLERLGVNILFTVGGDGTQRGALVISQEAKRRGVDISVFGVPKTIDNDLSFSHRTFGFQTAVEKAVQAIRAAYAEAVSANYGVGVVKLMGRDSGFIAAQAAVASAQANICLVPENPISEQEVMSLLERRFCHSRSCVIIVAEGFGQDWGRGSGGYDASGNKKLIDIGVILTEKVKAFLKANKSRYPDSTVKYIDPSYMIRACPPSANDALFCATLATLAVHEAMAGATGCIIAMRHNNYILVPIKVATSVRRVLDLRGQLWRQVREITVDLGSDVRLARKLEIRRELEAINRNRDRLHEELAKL
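1.25 nM PFK with 0.5 mM F6P and 0.1 mM ATP in 0.1 M TEA pH 8.0, 5 mM MgCl2, incubated 45 min at room temperature; ADP measured by ADP-Glo luminescence; compounds titrated up to 57 uM.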
Giardia kill – Small Molecules that selectively kill Giardia lamblia: qHTS | Giardia lamblia trophozoite viability | activity change, % at 7.66 µM, hits read low | 0.15% of 340,000 active | AID 540267, 2011; in the data active means activity change below about -80%; inconclusive means between about -30% and that limit;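 further: parasites exposed to compound for two days anaerobically before the ATP read; on the % scale 0 is the no-effect control and ±100 the full control effect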
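ATP-content bioluminescence gauges trophozoite survival. Cells (100/well) receive compound and incubate anaerobically for 48 hrs at 37 deg C; detection reagent follows for 15-30 min at room temperature.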
Menin-MLL TR inh – qHTS Assay for Inhibitors Targeting the Menin-MLL Interaction in MLL Related Leukemias: Competition With Texas Red Labeled MLL-derived Mutant Peptide | O00255 | Menin + Texas Red MLL mutant peptide, fluorescence polarization | Potency, µM (titrated, usually from 61.6 µM), without a hit: at the highest dose FP activity change, negative = inhibition, most hits filed as inhibitors | 0.23% of 270,000 active | AID 1768, 2009; active means well fitted inhibition curve with a large enough effect in the polarisation, with a control signal flat, not every such curve was filed as active; inconclusive means small, poorly fitted or top-dose-only effect, or effect the other way, or a change in a side signal; inactive means no such curve, though single readings can be large or run the other way; the % refers to the polarisation; further: potency means the concentration at half of the fitted maximal effect; % of control where 0% means no effect; many of its hits are not listed in these tables
PKM2 activator – qHTS Assay for Activators of Human Muscle isoform 2 Pyruvate Kinase | 0.34% of 260,000 active | purified PKM2, Kinase-Glo ATP luminescence, activation; response scale: 0% is enzyme alone, no compound | AID 1631, 2009 | Potency, µM (top dose mostly 57.5 µM), for inactives: at the highest dose activation, most hits filed as activators | Pyruvate kinase PKM (Homo sapiens), P14618; further: potency means the concentration at half of the fitted maximal effect; on the % scale 0 is the no-effect control and ±100 the full control effect; nearly all actives have a fitted effect of over 55% in size
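ATP formation by purified human PK-M2, quantified via coupled luciferase luminescence after 1 h at room temperature with 0.1 mM ADP and 0.5 mM PEP final.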
S-ASM inh – Inhibitors of Secretory Acid Sphingomyelinase (S-ASM): qHTS | Sphingomyelin phosphodiesterase (Homo sapiens), P17405 | placental ASM, HMU-PC fluorogenic substrate, 60 min | Potency, µM (series often up to 57.5 µM), for the others: at the top dose activity change, negative = inhibition, hits mostly inhibitors | 0.006% of 340,000 active; further: potency means the concentration at half of the fitted maximal effect
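qHTS format. ASM enzyme prepared from human placenta hydrolyses the fluorogenic substrate HMU-PC0 (9 uM final) over 60 min at 37 °C after a 10 min compound preincubation.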
FBPA coupling cs – qHTS Assay for Inhibitors of Fructose-1,6-bisphosphate Aldolase from Giardia Lamblia: Coupling assay counterscreen | coupling enzyme system counterscreen, AmpLite Red fluorescence | AID 2472, 2010 | activity change, negative = inhibition, % at 58.2 µM, hits read low | 0.67% of 290,000 active; in the data active means activity change below about -30%; further: on the % scale 0 is the no-effect control and ±100 the full control effect
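Fluorescence at 525 nm excitation and 598 nm emission measured inhibition of the coupled detection system without aldolase. Compounds (at 57.5 uM final) were preincubated 10 min at room temperature with coupling enzyme reagent before a 20 min substrate/AmpLite Red step.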
PTAP TSG101 blk – qHTS Assay for Iinhibitors of HIV-1 Budding by Blocking the Interaction of PTAP/TSG101 | Tumor susceptibility gene 101 protein (Homo sapiens), Q99816 | Fluorescence polarization, FITC-PTAP peptide / Tsg101 binding | Potency, µM (series often up to 115 µM), inactives show top-dose activity change, negative = inhibition, actives largely listed as inhibitors | 340,000 tested, under 10 active; active means well fitted inhibition curve with a large enough effect in the main read-out, with a control signal flat, not every such curve was filed as active; inconclusive means small, poorly fitted or top-dose-only effect, or effect the other way, or a change in a side signal; inactive means no such curve, though single readings can be large or run the other way; further: potency means the concentration at half of the fitted maximal effect; % of control where 0% means no effect
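Steps: Tsg101 binding domain dispensed (10 uM final), compounds pinned in DMSO, FITC-labeled PTAP-motif peptide added (50 nM final); after 20 min binding at room temperature, polarization measured.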
GALK inhibitor – qHTS Assay for Inhibitors of Human Galactokinase (GALK); P51570; Purified GALK, Kinase-Glo residual ATP luminescence; Potency, µM (doses to about 57.5 µM), without a hit: top-dose activity change, negative = inhibition, usual class: inhibitors; 0.007% of 270,000 active; AID 1868, 2009; further: potency means the concentration at half of the fitted maximal effect; on the % scale 0 is the no-effect control and ±100 the full control effect
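GALK at 5 nM final was combined with compound, 35 uM ATP and 100 uM galactose in HEPES pH8.0 with MgCl2 and DTT. The reaction ran one hour at room temperature before luminescent ATP detection.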
Integrin act MD – qHTS for Activators of Integrin-Mediated Alleviation for Muscular Dystrophy; alpha7betagal myoblasts, beta-gal FDG fluorescence, 48 h; Potency, µM (top dose mostly 38.3 µM), without a hit: at the top dose activation, most hits filed as activators; 0.064% of 350,000 active;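 further: potency means the concentration at half of the fitted maximal effect; 100% = response of the positive control SU9516; nearly all actives have a fitted effect of over 60% in size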
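alpha7betagal+/- myoblasts (passage 13, 250/well) treated 48 h at 37C with compounds at 1:260 dilution of DMSO stock. Lysed, then beta-galactosidase activity read as FDG fluorescence (ex 480/em 540) after 30 min, with pre-read for autofluorescence.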
Starred values were filed as active, the others as inactive; u = inconclusive; x = not tested or not shown; [ ] = remark or other dose. Unless noted, the call rests on the fitted dose curve; in most records, active means well fitted curve in the direction sought with a large enough effect; inconclusive means small, poorly fitted or top-dose-only effect, or another doubt; inactive means no such curve, though single readings can be large; an effect the other way counts as inactive or inconclusive.

SMILES	B2AR arrestin	BCR signal inh	Tb PFK block	Giardia kill	Menin-MLL TR inh	PKM2 activator	S-ASM inh	FBPA coupling cs	PTAP TSG101 blk	GALK inhibitor	Integrin act MD
Cc1ccc(CNC(=O)Cn2ccc3cc(S(=O)(=O)N4CCCCCC4)ccc32)cc1	-1.1%	u	0.5%	0.7	11.5%	x	-6.2%	0.3	-1.5%	-4.5%	-30.0%
O=C(CCS(=O)(=O)c1cccs1)Nc1ccc(C(=O)NCc2cccs2)cc1	-0.6%	1.7%	1.1%	7.1	20.5%	-10.2%	-0.8%	2.9	-5.8%	3.4%	-1.8%
c1cc(N2CCCC2)ccc1C(c1nnnn1C1CCCCC1)N1CCOCC1 (stereo not given)	0.5%	-1.6%	1.2%	1.7	-10.9%	-3.2%	0.3%	-3.1	-9.4%	1.1%	2.1%
C=CCn1c(C)nc2c(cnn2-c2ccccc2)c1=O	3.6%	9.9%	-1.9%	-1.8	-6.6%	-5.5%	-1.1%	4.6	-2.0%	5.3%	-11.1%
O=C(OCC(=O)N1CCCCC1)c1cccc(NS(=O)(=O)c2ccccc2)c1	0.1%	u	0.2%	-1.8	x	x	1.3%	x	0.3%	x	-1.3%
COCCCNc1ncnc2c1[nH]c1ccccc12	0.0%	0.0%	0.8%	x	19.8%	-2.3%	x	0.7	x	-0.4%	x
COc1ccc(Br)cc1S(=O)(=O)NCc1ccccn1	-0.9%	1.2%	-2.9%	-11.7	2.5%	-7.6%	0.4%	0.2	0.7%	-0.3%	17.7%
CCc1ccc(C(=O)N2CCCN(C)CC2)s1	0.0%	1.8%	-6.5%	-9.7	-3.1%	-1.1%	0.2%	-0.2	-0.3%	6.7%	6.0%
CCNC(=S)N(CCc1ccc(S(N)(=O)=O)cc1)C1CC(=O)N(c2ccccc2)C1=O (stereo not given)	-0.5%	u	-4.8%	-10.2	u	-4.9%	-3.0%	-3.7	2.0%	5.1%	u
COc1cccc(C(=O)NCC(=O)OCC(=O)C(C)(C)C)c1	0.4%	u	-1.4%	-3.2	-5.1%	0.0%	-1.9%	-0.2	-4.9%	-0.1%	36.6%
CC1=C(C(=O)OC(C)C)C(c2cccc(F)c2)n2ncnc2N1 (stereo not given)	0.5%	0.8%	-15.0%	-3.4	2.2%	16.2%	133.1%[activator]	2.6	0.9%	0.2%	-11.0%
COc1ccc2oc(C(=O)OCC(=O)N(CCC#N)c3ccccc3)c(C)c2c1	0.6%	13.2%	-14.3%	15.8	x	-5.9%	2.8%	x	-1.9%	2.2%	10.6%
Cc1ccc(SC(C)C(=O)Nc2c(C)n(C)n(-c3ccccc3)c2=O)cc1 (stereo not given)	-0.2%	2.9%	1.5%	-0.3	7.1%	2.0%	-0.5%	2.2	1.5%	0.0%	-22.3%
CCn1nc(C)cc1C(=O)N1CCCC(N2CCN(Cc3ccc4c(c3)OCO4)CC2)C1 (stereo not given)	0.1%	-4.4%	-1.3%	17.5	1.6%	-13.0%[0.46 µM]	-1.7%	-0.5	-3.1%	-0.2%	-6.1%
CCOc1ccccc1C(=O)Nc1ccc(S(=O)(=O)Nc2nccc(C)n2)cc1	-1.3%	-0.7%	-3.1%	u	-0.2%	1.8%	8.9%	-2.8	-2.8%	-0.6%	0.0%
C=CCNC(=O)c1ccccc1SCc1c(C)noc1C	-0.4%	0.1%	-1.0%	4.5	x	-10.7%	0.4%	x	-2.9%	3.2%	-30.8%
COC(=O)c1c(-c2cccs2)csc1NC(=O)CSc1ncnc2sc(C)c(C)c12	-0.9%	10.9%	1.4%	11.3	-21.2%	-3.0%	-4.6%	x	-0.9%	-1.6%	-22.8%[7.66 µM]
Cc1nn(-c2ccccc2)c(C)c1C(=O)Nc1nnc(-c2ccco2)o1	-0.5%	-5.7%	-4.5%	-8.2	-4.3%	-6.3%	5.5%	10.2	-4.9%	-2.6%	-2.6%
Cc1ccc(-c2csc3nc(SCC(N)=O)n(Cc4ccccc4)c(=O)c23)cc1	u	0.0%	-11.7%	-3.3	26.9%	4.4%	-0.1%	2.5	-5.4%	0.1%	34.7%
CC(C)[C@H](NS(=O)(=O)c1ccc(Cl)cc1)C(=O)OCC(=O)c1c(N)n(C)c(=O)n(C)c1=O	0.3%	-8.7%	3.4%	13.9	x	x	0.4%	x	-1.7%	x	24.1%
CCOc1ccc2nc(NC(=O)CSc3nc(SC)ns3)sc2c1	0.1%	u	-0.6%	-5.8	u	-2.2%	-7.4%	-0.5	0.5%	x	8.9%
CC1=NN(C(N)=S)C(=O)C1N=Nc1ccc(Cl)cc1 (stereo not given)	u	10.5%	1.0%	-25.0	u	-0.2%[11.5 µM]	-4.4%	-0.4	-3.6%	-0.9%	21.7%
Cc1ccc(/C=C2\SC(=S)N(CCC(=O)Nc3cccnc3)C2=O)cc1	-0.3%	u	1.3%	-7.9	8.3%	-0.3%	-3.4%	1.9	-2.6%	-0.4%	17.1%
COc1ccccc1C(=O)NC(=O)COc1cc(Cl)ccc1Cl	-0.3%	3.3%	-12.7%	38.3[activator]	x	x	2.0%	x	-7.5%	x	23.3%
Cc1cc(C(F)(F)F)c(C#N)c(SCC(=O)Nc2nc3ccccc3s2)n1	-0.8%	u	-3.0%	-7.8	u	-3.4%	-19.8%	-3.7	u	1.0%	-10.0%
SMILES	B2AR arrestin	BCR signal inh	Tb PFK block	Giardia kill	Menin-MLL TR inh	PKM2 activator	S-ASM inh	FBPA coupling cs	PTAP TSG101 blk	GALK inhibitor	Integrin act MD
CC(=O)N1CCOc2ccc(S(=O)(=O)N3CCC(C(=O)Nc4cc(C)cc(C)c4)CC3)cc21	0.1%	1.7%	0.1%	20.1	x	x	-0.8%	x	-3.0%	6.5%	u
O=C(CCC(=O)N1CCCC(Nc2ccccc2)C1)c1ccc(F)cc1 (stereo not given)	-1.1%	13.3%	1.7%	-25.0	0.8%	5.7%	-4.2%	2.1	-4.7%	3.0%	4.9%
CCOC(=O)N1CCN(C(=O)C(=O)c2cn(CC(=O)N3CCCCCC3)c3ccccc23)CC1	0.4%	1.0%	-6.5%	-4.1	x	-5.9%	1.1%	x	-3.7%	4.6%	-2.7%
CC(=O)c1sc(N/N=C/c2cccc(O)c2)nc1C	-0.6%	u	0.1%	4.3	u	-3.1%	21.4%	-0.5	-9.3%	0.9%	16.4%
CCN(CC)c1ccc(NC(=O)CCS(=O)(=O)c2cccc3nsnc23)c(C)c1	0.3%	-4.2%	-0.7%	20.4	-6.3%	x	-2.6%	-0.5	1.1%	1.4%	-33.2%
CC(CNC(=O)c1cccc(Br)c1)n1cncn1 (stereo not given)	-0.8%	0.1%	-1.8%	-7.0	3.9%	-13.2%	-0.8%	-1.5	-1.7%	-0.9%	4.4%
CCCN1CCC(=O)N([C@H](CSc2ccc(OC)cc2)c2ccccc2)CC1	-0.8%	1.5%	2.5%	10.4	x	3.3%	11.7%	1.6	-3.0%	-0.4%	0.0%
CCN1C(=O)[C@@H]2[C@@H](c3ccc(-c4ccc5c(c4)OCO5)c(OC)c3)N3CCCC[C@@]3(C(=O)OC)[C@@H]2C1=O	-0.1%	8.3%	-5.5%	-27.3	x	x	-0.8%	x	7.5%	x	24.8%
O=C(CC1NC(=O)NC1=O)Nc1ccc(Cl)cc1 (stereo not given)	-0.9%	u	-20.4%	-11.4	4.3%	1.0%	0.0%	3.4	-3.9%	0.9%	-18.2%
O=C(COC(=O)c1cccc(O)c1)NC(=O)Cc1ccccc1	0.4%	-1.7%	3.3%	u	x	-4.1%	2.8%	x	-5.0%	-4.5%	0.0%
CCCCn1c(N)c(N(CCC(C)C)C(=O)C2CC(=O)N(c3ccccc3OCC)C2)c(=O)[nH]c1=O (stereo not given)	0.3%	1.6%	3.2%	1.8	x	0.9%	1.0%	x	-0.6%	-1.9%	u
Nc1ccc(S(=O)(=O)C(F)(F)F)cc1N	-0.2%	-0.7%	-1.8%	-11.2	13.5%	-4.9%	-0.1%	-4.9	-2.4%	-1.8%	0.0%
COc1ccc(N/C=C2\C(=O)c3c(sc(C)c3C)N(C)S2(=O)=O)cc1	-0.6%	-10.0%	-2.9%	-5.8	x	-1.2%	163.4%[activator]	6.0	1.3%	6.3%	26.5%

Not all compounds are listed; rates above refer to the full screens.
